Screening results: PubChem, several laboratories
Diaph act CS – activates diaphorase or chemically reduces, flagging diaphorase assay artifacts. Diaphorase/resazurin coupled assay, resorufin fluorescence, 16 min; stronger effect = higher value; 1 = vehicle wells, 0 = NADH-free wells. activation factor at 20 µM. hit rate 0.005% among 190,000. AID 1229;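 active = diaphorase activity raised at least twofold by the compound at 20 µM; inactive = activation factor below 2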
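Material: Purified diaphorase enzyme from Clostridium kluyveri | Buffer or medium: 50 mM HEPES pH 7.4 with 4.542 mM MgCl2, 0.005% Tween 20 | Times: 16 min enzyme reaction, ambient temperature | Signal: Red resorufin fluorescence at 544/590 nm excitation/emission | Measure: Increased resorufin signal from activators or reducing compounds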
Diaph inh CS – diaphorase inhibition or chemical oxidation counter-screen. diaphorase resazurin-to-resorufin fluorescence, NADH, 16 min; bacterial (C. kluyveri) enzyme, not human. inhibition, % at 20 µM. hit rate 0.69% among 190,000;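 active = primary screen inhibition at 20 µM above a set limit, cut at about 50% in these data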;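 note: plate controls were DMSO with full reaction for no effect and wells lacking NADH for full effect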
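System: Bacterial diaphorase enzyme (C. kluyveri) | Incubation: 16-min room-temperature incubation before reading | Benchmarks: No-NADH positive control and DMSO neutral control | Measured by: Resorufin fluorescence 544/590 nm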
TNAP inh hi DEA – inhibitors of human TNAP at high phosphate acceptor concentration; P05186; purified TNAP, CDP-star luminescence, 1 M DEA; inhibition, % at 20 µM; hit rate 0.03% among 200,000;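 active = over 50% inhibition of tissue-nonspecific alkaline phosphatase at 20 µM in the single-dose screen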;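 note: plate controls were DMSO wells for no effect and EDTA-quenched wells as full inhibition for full effect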
Target sequence (P05186 whole entry, looked up): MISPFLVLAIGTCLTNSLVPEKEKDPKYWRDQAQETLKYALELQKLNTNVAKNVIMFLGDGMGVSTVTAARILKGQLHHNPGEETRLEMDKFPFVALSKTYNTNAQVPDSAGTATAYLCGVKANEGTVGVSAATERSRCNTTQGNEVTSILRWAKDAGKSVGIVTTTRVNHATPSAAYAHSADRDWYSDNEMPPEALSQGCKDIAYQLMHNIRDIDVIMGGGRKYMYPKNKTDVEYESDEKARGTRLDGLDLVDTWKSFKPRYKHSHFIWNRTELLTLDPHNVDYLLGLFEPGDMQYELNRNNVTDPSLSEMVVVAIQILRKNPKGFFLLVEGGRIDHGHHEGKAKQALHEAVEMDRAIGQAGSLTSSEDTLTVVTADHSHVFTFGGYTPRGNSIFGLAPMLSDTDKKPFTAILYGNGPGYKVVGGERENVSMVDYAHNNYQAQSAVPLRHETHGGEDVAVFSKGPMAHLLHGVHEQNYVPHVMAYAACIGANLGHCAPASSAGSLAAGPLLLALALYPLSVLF
FLuc act counter – affects firefly luciferase, flagging false hits in luciferase stimulation screens | P08659 | ATPlite luciferase biochemical, luminescence, 10 min; 0 = ATP-free wells, 1 = DMSO control | activation factor at 10 µM | 200,000 tested, under 10 active | AID 1027;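 active = luciferase activation factor, scaled between plate controls, of at least 2 with compound at 10 µM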
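Assay system: Luciferase/luciferin detection reagent, cell-free biochemical luciferase assay / Also added: ATP substrate / Schedule: 10 min at ambient temperature / Measured by: luminescence measurement of luciferase light output / Benchmarks: low control with PBS replacing ATP, high control enzyme plus ATP without compound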
PMI act hi M6P – increases human PMI activity with near-saturating mannose 6-phosphate | coupled PMI enzyme assay, resazurin fluorescence, 20 min; stronger effect = higher value; 1 = untreated enzyme, 0 = substrate-free blank | activation factor at 20 µM | hit rate 0.34% among 190,000 | AID 1216;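 active = activation factor of 2 or more at 20 µM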
Target sequence (P34949 whole entry, looked up): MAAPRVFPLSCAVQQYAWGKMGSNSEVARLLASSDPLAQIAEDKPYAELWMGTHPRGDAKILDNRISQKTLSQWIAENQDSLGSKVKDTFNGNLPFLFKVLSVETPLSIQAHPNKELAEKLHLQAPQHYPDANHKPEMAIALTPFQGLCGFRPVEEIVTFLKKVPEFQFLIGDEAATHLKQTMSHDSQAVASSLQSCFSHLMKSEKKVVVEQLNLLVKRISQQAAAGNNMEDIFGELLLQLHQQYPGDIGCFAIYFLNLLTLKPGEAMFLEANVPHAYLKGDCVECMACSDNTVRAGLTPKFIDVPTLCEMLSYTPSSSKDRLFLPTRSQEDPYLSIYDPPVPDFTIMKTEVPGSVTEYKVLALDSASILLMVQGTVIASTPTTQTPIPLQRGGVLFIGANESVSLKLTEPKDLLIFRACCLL
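assay system = human phosphomannose isomerase with PGI, G6PDH, diaphorase coupling enzymes | quantity = 15 ng/mL PMI | incubation = enzyme reaction with compound 20 min at room temperature | medium = HEPES pH 7.4 buffer with MgCl2 and Tween-20 | compound dosing = one concentration, 20 µM, in 1% DMSO | measured by = Diaphorase-driven resazurin-to-resorufin fluorescence, excitation 544, emission 590 nm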
TNAP act hi DEA – TNAP (human) activation, high acceptor. P05186. purified TNAP, CDP-star luminescence, 1 M DEA, 30 min; stronger effect = higher value; 0 = EDTA background, 1 = DMSO-only activity. activation factor at 20 µM. 200,000 tested, under 10 active. AID 1136;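 active = activation factor at least 2 at 20 µM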
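Dosing: 20 µM single point. System: human TNAP. Amount: TNAP 1/800 final. Incubation: 30 min, room temperature. Read-out: TNAP activation factor scaled between EDTA and DMSO control wells. Signal: luminescence from CDP-star hydrolysis. Medium: 1 M DEA, pH 9.8, Mg2+, Zn2+. Control set: EDTA negative control, DMSO positive control.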
PMI activator – activators of human phosphomannose isomerase; activation factor at 20 µM; AID 1214; purified human PMI, coupled resazurin fluorescence, 20 min; stronger effect = higher value; 1 = vehicle control, 0 substrate-free wells; hit rate 0.005% among 190,000;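 active = activation factor of 2 or more at 20 µM, relative to plate controls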
G6PDH counter – inhibits Leuconostoc G6PDH, flagging false hits in G6PDH-based assays; Purified L. mesenteroides G6PDH, diaphorase/resazurin coupled fluorescence, 45 min; inhibition, % at 5 µM; hit rate 0.12% among 200,000; AID 1020; in the data active = inhibition above about 50%
TNAP inh noacc – blocks human TNAP activity with no phosphate acceptor present | purified TNAP, CDP-star luminescence, 30 min | P05186 | inhibition, % at 20 µM | AID 1012 | hit rate 0.26% among 200,000;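 active = tissue-nonspecific alkaline phosphatase inhibition above about 50% at 20 µM in the single-dose screen, limit read from the data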;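 note: 0% = DMSO negative control and 100% = EDTA positive control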
Efa HMGR inh – inhibitors of class II HMG-CoA reductase from Enterococcus faecalis; purified E. faecalis HMGR, NADPH absorbance 340 nm kinetic; inhibition, % at 10 µM; hit rate 0.41% among 190,000;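 active = inhibition above a set limit, the median over all tested compounds plus 3 SD, cut at about 9.5% in these data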;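 note: enzyme runs in reverse so mevalonate oxidation gives rising NADPH absorbance; 0% = complete reaction with DMSO and 100% = background rate lacking mevalonate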
* marks the source's active call; other numbers are inactive results. Rows were taken by chance; about 1.7% have a hit in one of these screens.

SMILES | Diaph act CS | Diaph inh CS | TNAP inh hi DEA | FLuc act counter | PMI act hi M6P | TNAP act hi DEA | PMI activator | G6PDH counter | TNAP inh noacc | Efa HMGR inh
CN(C)N1C(N)=C(C#N)C(c2cccc3ccccc23)C2=C1CC(c1ccccc1)CC2=O (configuration not stated) | 1 | 0 | 2 | 1 | 0.6 | 1 | 0.7 | 11 | 4 | -3
COc1ccc(COC(=O)c2nc3nc(C)cc(C)n3n2)cc1F | 1 | -2 | 0 | 1 | 1.1 | 1 | 1 | 10 | -3 | -1
CCN(CC)S(=O)(=O)c1cccc(-c2nc3n(n2)Cc2ccccc2-3)c1 | 0.7 | 27 | -10 | 0.9 | 1 | 1.1 | 1 | -5 | -11 | 0
COc1cc(C(=O)N/N=C/C2CC=CCC2)cc(OC)c1OC (configuration not stated) | 1 | 4 | -2 | 1 | 0.9 | 1 | 0.8 | 13 | -16 | -1
Nc1ncc(-c2ccc([N+](=O)[O-])cc2)cn1 | 0.9 | 10 | 4 | 1 | 0.8 | 1 | 0.9 | -10 | 0 | -2
CN(C(=S)Nc1ccc(SC(F)F)cc1)c1ccc(O)cc1 | 0.5 | 47 | 3 | 1.1 | 0.2 | 1 | 0.2 | -4 | 7 | -3
CCCC(=O)Nc1ccc(N2CCOCC2)cc1 | 0.9 | 8 | 0 | 1 | 0.8 | 1 | 0.8 | 12 | -7 | 0
CCC(=O)c1ccc(N2CCN(C(=O)c3cccc(F)c3)CC2)c(F)c1 | 0.9 | 14 | -3 | 1 | 0.9 | 1 | 0.9 | 8 | -7 | 2
O=C(NC(=S)Nc1ccc(N2CCOCC2)cc1)c1cccc(Cl)c1 | 0.7 | 32 | -4 | 1 | 1 | 1 | 0.9 | -1 | 7 | -12
COc1cc(C(=O)Nc2oc(-c3ccccc3)c(-c3ccccc3)c2C#N)cc(OC)c1OC | 0.7 | 34 | -4 | 1.1 | 0.8 | 1 | 0.9 | 5 | -3 | 3
O=C(Nc1cccc2c1CCCC2)c1cc([N+](=O)[O-])cc([N+](=O)[O-])c1 | 1 | -2 | 1 | 1 | 1 | 1 | 1.1 | -1 | -26 | -2
Cc1ccccc1NC(=O)c1nc2nccc(C)n2n1 | 1.1 | -8 | -3 | 0.9 | 1.1 | 1 | 1.1 | 2 | -8 | 0
COc1ccc(-c2nnn(CC(=O)N(CCO)C(C(=O)NC3CCCC3)c3ccc(F)cc3)n2)cc1 (configuration not stated) | 1 | 1 | -8 | 1 | 1 | 1.1 | 1 | 8 | -9 | 1
Cc1cccc(NC(=S)N2CCN(Cc3ccc4c(c3)OCO4)CC2)c1C | 0.9 | 8 | -2 | 1.1 | 0.9 | 1 | 0.9 | 6 | -14 | -5
Oc1cnc2ccccc2c1CN1CCOCC1 | 1 | 1 | -3 | 1.1 | 1.3 | 1 | 1.3 | 1 | -9 | -9
Cc1ccc(C(=O)NCCc2csc(-c3cccnc3)n2)cc1 | 1 | 2 | -4 | 0.3 | 1 | 1 | 1 | -8 | 5 | -8
C/C(N)=C(/C#N)C(=O)COC(=O)C1Cc2ccccc2CN1S(C)(=O)=O (configuration not stated) | 1 | -4 | -2 | 1 | 1.1 | 1 | 1.1 | 4 | -16 | -2
C/C(=N/NC(=O)c1sc(NS(=O)(=O)c2ccccc2)nc1C)c1ccc(F)cc1 | 0.9 | 6 | 0 | 1 | 1 | 1 | 1 | -6 | -13 | -4
CC1CN(CCCCN2C(=O)c3ccccc3C2=O)CC(C)O1 (configuration not stated) | 0.9 | 8 | -2 | 1 | 1.1 | 1 | 1.1 | 0 | -7 | -4
Cc1c(Cl)cccc1NC(=O)CCCN1C(=O)CCC1=O | 0.8 | 17 | -6 | 1 | 0.9 | 1.1 | 0.9 | 1 | -14 | 1
CCOC(=O)N1CCC(c2cc(=O)n(-c3ccccc3)[nH]2)CC1 | 0.7 | 29 | 0 | 1 | 0.5 | 1 | 0.9 | 8 | -7 | -9
CC(=O)NN1C(=O)c2ccccc2NC1c1ccccn1 (configuration not stated) | 1 | 2 | -3 | 1.1 | 1 | 1 | 1 | 24 | -19 | -3
N#CCc1nnc2n1-c1ccccc1CCC2 | 1 | 4 | -5 | 1 | 1 | 1 | 1 | 18 | -9 | 3
Cc1cc(NC(=O)CSCC(=O)N(c2cccc(Cl)c2)C(C(=O)NC2CCCCC2)c2ccc(O)c(O)c2)no1 (configuration not stated) | 0.8 | 24 | 5 | 1 | 1 | 0.9 | 0.7 | -4 | 19 | -3
O=C1C(c2cc(=O)c3ccccc3[nH]2)=C(O)c2ccccc21 | 0.6 | 41 | 2 | 0.1 | 1 | 1 | 1 | 12 | -2 | 1
SMILES | Diaph act CS | Diaph inh CS | TNAP inh hi DEA | FLuc act counter | PMI act hi M6P | TNAP act hi DEA | PMI activator | G6PDH counter | TNAP inh noacc | Efa HMGR inh
CC(C)NC(=O)NC(=O)COC(=O)c1ccc(NC(=O)CC#N)cc1 | 1 | 4 | 0 | 1.1 | 1.1 | 1 | 1 | -2 | -8 | 3
CCOC(=O)N1CCN(C(=O)C2CCC(CNS(=O)(=O)c3ccc(Cl)cc3)CC2)CC1 (configuration not stated) | 0.9 | 10 | -1 | 1.1 | 1 | 1 | 1.1 | 5 | 4 | -3
COc1ccccc1NC(=O)c1ccc(-c2ccccc2F)o1 | 0.9 | 8 | 0 | 0.9 | 1 | 1 | 1 | 6 | -6 | -1
CCOC(=O)C(=O)Nc1ccc2c(c1)OCO2 | 0.9 | 7 | -4 | 1 | 1 | 1 | 0.9 | 2 | -8 | 0
Cc1noc(C)c1COc1ccc(C(=O)OCC(=O)c2ccc3c(c2)OCCO3)cc1 | 1 | 5 | -3 | 1.1 | 1 | 1 | 1 | 0 | -12 | -2
CC(C)(C)c1ccc(-c2nc(C#N)c(NCc3ccncc3)o2)cc1 | 0.9 | 6 | 7 | 0.9 | 1 | 0.9 | 1.1 | -3 | 2 | -8
CCN(Cc1cn2cccnc2n1)C1CCCCC1 | 1 | -5 | -5 | 1 | 1 | 1 | 1 | 11 | -18 | 0
C=CCn1c(CNc2ccccc2)nnc1SCC(=O)N/N=C/c1ccc(O)cc1O | 0.9 | 11 | 1 | 1 | 1.1 | 1 | 1.1 | -14 | -15 | -4
COc1ccccc1NC(=O)CC1C(=O)NCCN1C(=O)Nc1ccc(Cl)c(Cl)c1 (configuration not stated) | 0.9 | 12 | -2 | 1.1 | 1 | 1 | 0.9 | -16 | -8 | 1
Nc1nnnn1/N=C/C(Br)=C/c1ccccc1 | 0.7 | 28 | -4 | 1 | 0.5 | 1 | 0.8 | 14 | -16 | -5
Cc1ccc(/C=C2\Oc3cc(OC(=O)N4CCOCC4)ccc3C2=O)cc1 | 0.8 | 16 | 2 | 0.8 | 1 | 1 | 0.9 | -17 | -11 | -9
CC(c1ccccc1)C1OCC(C[N+]2(C)CCCCC2)O1 (configuration not stated) | 0.9 | 5 | 2 | 1 | 1.1 | 1 | 1 | 10 | 1 | -1
O=C(COc1ccc(F)cc1Br)N1CCN(c2ncccn2)CC1 | 1 | 3 | -8 | 1.1 | 1 | 1.1 | 1 | 1 | -13 | -3
O=C(NCc1ccco1)Oc1ccccc1 | 1 | 4 | -2 | 1 | 1 | 1 | 1 | -2 | -10 | -5
CC(C)COP(=O)(OCC(C)C)C(O)c1ccc(F)cc1 (configuration not stated) | 0.9 | 6 | 2 | 1 | 0.9 | 1 | 0.9 | -1 | 0 | -10
CCc1ccc2c(c1)[C@]1(C(=O)N2)[C@@H]2C(=O)N(Cc3ccccc3)C(=O)[C@@H]2[C@@H]2CCCN21 | 0.9 | 14 | -10 | 1.1 | 1 | 1.1 | 1.2 | 6 | -4 | 4
NC(=O)CNc1n[nH]c(=S)[nH]c1=O | 1 | -2 | -2 | 1 | 1.3 | 1 | 1.3 | 9 | -7 | -5
CCCn1c(O)c2ccc(C(=O)N=NC(=O)c3cccnc3)cc2c1O | 1 | 2 | -3 | 1 | 1.1 | 1 | 1 | 4 | 2 | 2
CC1CCCCC1NC(=O)COC(=O)c1ccc(S(=O)(=O)NCc2ccco2)cc1 (configuration not stated) | 0.9 | 12 | -2 | 1 | 1 | 1 | 0.9 | 0 | -9 | 1
CCOC(=O)C1CCCN(C(=O)c2ccc([N+](=O)[O-])c(C)c2)C1 (configuration not stated) | 1.1 | -7 | -1 | 1 | 1 | 1 | 1.1 | 14 | -2 | 0
O=C(Nc1ccc(Nc2ccccc2)cc1)N1CCOCC1 | 0.9 | 9 | -6 | 1 | 0.9 | 1.1 | 0.9 | -1 | -14 | -1
COc1ccc(Cc2nnc(NC(=O)Cn3cnc4c3c(=O)n(C)c(=O)n4C)s2)cc1 | 1 | -2 | -3 | 1.1 | 1.1 | 1 | 1.1 | 8 | -3 | -5
O=C(Nc1cccc(Cl)c1)Nc1nnc(CSCCOc2ccc(Cl)cc2)s1 | 1.1 | -7 | -1 | 1.1 | 1 | 1 | 1 | 7 | -11 | -7
O=C(COc1ccc2c(c1)OCO2)Nc1ccccc1C(F)(F)F | 0.9 | 14 | -6 | 0.9 | 0.9 | 1.1 | 0.9 | 16 | -8 | -1
O=C(NC1CCCCCCC1)C1CCN(c2nc3ccccc3o2)CC1 | 0.9 | 10 | -2 | 1 | 0.9 | 1 | 0.9 | 10 | -3 | -1
CCCOc1cccc(C2/C(=C(/O)c3ccc(OC)cc3)C(=O)C(=O)N2CCN(C)C)c1 (configuration not stated) | 0.9 | 8 | -6 | 1 | 1 | 1.1 | 1.1 | 4 | -6 | -1

An excerpt from above with just TNAP inh hi DEA and PMI activator:
Molecule	TNAP inh hi DEA	PMI activator
O=C(Nc1ccc(Nc2ccccc2)cc1)N1CCOCC1	-6	0.9
COc1ccc(Cc2nnc(NC(=O)Cn3cnc4c3c(=O)n(C)c(=O)n4C)s2)cc1	-3	1.1
O=C(Nc1cccc(Cl)c1)Nc1nnc(CSCCOc2ccc(Cl)cc2)s1	-1	1
O=C(COc1ccc2c(c1)OCO2)Nc1ccccc1C(F)(F)F	-6	0.9
